Screening results deposited in PubChem by several laboratories.
LMPTP inh: blocks human LMPTP phosphatase; recombinant LMPTP-A, OMFP fluorogenic substrate, fluorescence intensity; inhibition, % at 20 µM; 360,000 tested, 0.22% active; AID 651560;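 active = compounds that cut the enzyme signal by at least half of the control window in the single-dose screen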;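 also: plate controls were DMSO wells with enzyme plus substrate for no effect and substrate without enzyme for full effect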
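test system = LMPTP-A | amount = 0.625 nM LMPTP-A final | reagent = fluorogenic phosphatase substrate OMFP at 400 µM final | incubation = 50 min at room temperature | benchmarks = no-enzyme low control, uninhibited high control | medium = Bis-Tris pH 6.0, DTT, detergent | signal = fluorescence intensity of OMFP turnover product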
STEP inh: STEP (human) phosphatase inhibition; P54829; recombinant STEP, OMFP fluorogenic substrate, fluorescence; inhibition, % at 20 µM; 360,000 tested, 0.25% active; AID 588621;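 active = inhibition at 20 µM, scaled per plate between control wells, above about 37%, limit read from the data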;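 also: 0% = DMSO with enzyme and substrate and 100% = substrate only without enzyme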
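Material: STEP (striatal-enriched tyrosine phosphatase) enzyme, cell-free; Compound dosing: 20 µM single dose in 1% DMSO; Technique: fluorescence read at 480 nm ex / 540 nm em; Times: reaction 20 min, ambient temperature; Medium: 50 mM Bis-Tris pH 6.0 with 2.5 mM DTT and 0.005% Tween 20; Also added: OMFP at 25 µM.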
DNMT1 inh: inhibitors of human DNMT1; 360,000 tested, 0.83% active; P26358; DNMT1 molecular beacon, Hinp1I cleavage, fluorescence; inhibition (reported as % activation of signal), % at 10 µM; in the data active = inhibition above about 50%
Target sequence (P26358 504-1616 limits assumed): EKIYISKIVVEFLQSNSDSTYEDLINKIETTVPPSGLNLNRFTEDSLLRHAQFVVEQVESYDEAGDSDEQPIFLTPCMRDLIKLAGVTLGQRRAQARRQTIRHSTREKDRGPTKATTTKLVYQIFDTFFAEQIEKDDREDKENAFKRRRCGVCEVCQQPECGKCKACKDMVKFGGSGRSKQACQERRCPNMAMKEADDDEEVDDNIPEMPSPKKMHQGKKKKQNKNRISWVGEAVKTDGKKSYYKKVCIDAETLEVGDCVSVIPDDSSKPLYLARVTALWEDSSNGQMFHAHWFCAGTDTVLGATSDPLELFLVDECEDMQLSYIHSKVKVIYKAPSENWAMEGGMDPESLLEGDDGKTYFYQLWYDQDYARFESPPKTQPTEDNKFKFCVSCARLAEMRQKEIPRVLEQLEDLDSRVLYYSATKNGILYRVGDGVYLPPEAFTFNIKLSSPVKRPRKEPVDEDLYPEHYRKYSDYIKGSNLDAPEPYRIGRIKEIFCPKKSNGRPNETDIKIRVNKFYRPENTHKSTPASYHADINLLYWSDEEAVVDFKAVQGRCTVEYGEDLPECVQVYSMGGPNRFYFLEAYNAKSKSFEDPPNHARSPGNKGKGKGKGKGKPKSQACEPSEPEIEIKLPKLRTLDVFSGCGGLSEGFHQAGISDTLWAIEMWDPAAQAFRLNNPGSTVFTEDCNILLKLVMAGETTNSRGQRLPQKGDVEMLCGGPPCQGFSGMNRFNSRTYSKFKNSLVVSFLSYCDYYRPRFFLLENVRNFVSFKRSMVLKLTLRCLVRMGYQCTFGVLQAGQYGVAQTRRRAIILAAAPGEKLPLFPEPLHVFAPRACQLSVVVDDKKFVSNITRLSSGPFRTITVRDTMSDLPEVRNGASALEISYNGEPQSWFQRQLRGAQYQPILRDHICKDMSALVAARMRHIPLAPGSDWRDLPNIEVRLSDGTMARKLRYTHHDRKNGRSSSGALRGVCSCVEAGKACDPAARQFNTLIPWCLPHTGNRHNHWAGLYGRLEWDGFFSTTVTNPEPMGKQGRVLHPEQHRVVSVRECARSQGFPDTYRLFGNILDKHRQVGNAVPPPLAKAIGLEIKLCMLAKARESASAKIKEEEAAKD
NadD inh: NadD (S. aureus) enzyme inhibition | purified NadD enzyme, colorimetric absorbance read-out | inhibition, % at 20 µM | 360,000 tested, 0.78% active | AID 602399; in the data active = inhibition above about 26%; also: some compounds past the cut are filed as inactive
SUMO1-SIM PPI: alters human SUMO1 binding to SIM partners. P63165. inhibition, % at 20 µM. AID 602429. SUMO1 binding to a labelled peptide, TR-FRET, 1 h. 360,000 tested, 0.33% active; in the data active = inhibition above about 37%
TbMetRS inhib: blocks T. brucei methionyl-tRNA synthetase activity. purified T. brucei MetRS, ATP depletion, Kinase-Glo luminescence. inhibition, % at 11.9 µM. 360,000 tested, 0.4% active. AID 624268;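 active = inhibition above a per-plate cutoff of the control wells' mean inhibition plus 3 SD, cut at about 5.5% in these data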;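 also: 0% = DMSO wells median and 100% = median of wells with control inhibitor compound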
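Dosing: 11.9 µM compound single dose, 0.9% DMSO; Assay system: purified T. brucei MetRS enzyme; Measured by: Kinase-Glo luciferase luminescence reporting remaining unconsumed ATP; Schedule: 15 min plus 2 h at 25 °C.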
CSN inh: inhibitors of human CSN-mediated cullin deneddylation; Q92905; Purified CSN, SCF-Nedd8-OG deneddylation, fluorescence polarization; inhibition, % at 12.5 µM; 360,000 tested, 0.38% active; AID 651999;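 active = pattern-corrected inhibition above about 35%, with an unprinted fluorescence ratio check between 0.5 and 1.5, limit read from the data, passing the limit was not always enough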;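 also: 0% = enzyme with substrate and 100% = substrate without enzyme; some results filed as inactive read as strong as hits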
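Test system: Human Csn5 produced in HEK293T cells | Compound: 12.5 µM single point | Times: 90 min, room temperature | Signal: Fluorescence polarization readout | Read-out basis: % inhibition of substrate cleavage by Csn5 | Controls: no-enzyme wells high, enzyme-with-substrate wells low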
Scp1 inh: blocks human Scp-1 phosphatase activity; Recombinant Scp1, phosphopeptide, malachite green phosphate absorbance; AID 493091; inhibition, % at 20 µM; 340,000 tested, 0.88% active;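 active = inhibition above about 50% at 20 µM, limit read from the data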;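 also: plate controls were DMSO wells with enzyme for no effect and wells lacking enzyme for full effect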
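Test system: SCP-1 phosphatase catalytic domain, residues 76-261; measured by: colorimetric phosphate reagent with accelerator and stabiliser, absorbance at 630 nm; timing: enzyme reaction 45 min at room temperature, colour 5 min, stabilisation 30 min; also added: Phosphorylated 17-residue peptide substrate; compound dosing: one concentration, 20 µM, with 1.0% DMSO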
PABP1 MLLE inh: inhibitors of microRNA-mediated deadenylation, human PABP1 MLLE binding; 360,000 tested, 0.36% active; AID 588489; inhibition, % at 20 µM; GST-MLLE / FITC-PAM2 fluorescence polarization; P11940; in the data active = inhibition above about 35%, passing the limit was not always enough;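 also: plate controls were DMSO wells with GST-MLLE for no effect and wells lacking GST-MLLE protein for full effect; some results filed as inactive read as strong as hits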
Rpn11 block: inhibitors of human proteasome Rpn11 | calls only at 20 µM | 360,000 tested, 0.59% active | O00487 | AID 588493 | human 26S proteasome, Ub4-pepOG fluorescence polarization; 20S core pre-blocked with epoxomicin;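 active = inhibition at 20 µM, scaled to each plate's controls, above about 33%, limit read from the data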
* hit, by the source's call; i = inactive; x = no result given; + = active, no number.

Values run as follows: LMPTP inh	STEP inh	DNMT1 inh	NadD inh	SUMO1-SIM PPI	TbMetRS inhib	CSN inh	Scp1 inh	PABP1 MLLE inh	Rpn11 block
COc1cc(/C=C(\C#N)c2nc(-c3cc4ccccc4oc3=O)cs2)ccc1O
 : 3.9	-2	21	50*	7	-0.3	28	-1	-96	+
CC1CCN(c2ccccc2NC(=S)NC(=O)c2ccc(-c3cccc([N+](=O)[O-])c3)o2)CC1
 : 2.4	0	-3	19	-3	-0.9	-2	-7	42*	i
CCn1c(COc2cccc3cccnc23)nnc1SCC(=O)O
 : -0.8	-2	0	1	1	-0.2	-1	-7	-17	i
CC(=O)Nc1cccc(S(N)(=O)=O)c1C
 : -0.1	-2	1	-1	-4	-1.5	3	-5	7	i
CC(NC(=O)COC(=O)CNS(=O)(=O)/C=C/c1ccccc1)c1ccccc1 (stereo not drawn)
 : -1.3	-2	4	-2	2	-0.5	0	-1	-13	i
Cc1ccc(NC(=O)c2cccc(N3C(=O)CCC3=O)c2)nc1
 : -3.5	-2	-1	5	-3	-0.2	2	-3	10	i
Nc1nc(CSC(=S)N2CCN(c3ccccc3)CC2)nc(Nc2ccccc2)n1
 : 1.4	0	-12	12	0	-0.7	-2	-2	11	i
Cc1ccc(S(=O)(=O)N2CCOCC2)cc1NC(=O)CN(C)C1CCS(=O)(=O)C1 (stereo not drawn)
 : -0.5	-2	5	-6	-3	-0.4	-5	0	-12	i
CCC(C)(C)C(=O)Nc1ccc(OC)cc1[N+](=O)[O-]
 : -1.1	-2	-3	6	-19	-0.6	-1	6	-4	i
Cc1ccc(C)c(OCc2cc(C(=O)N(C)Cc3nccs3)no2)c1
 : 0.6	1	-3	-6	-2	-0.9	3	-5	5	i
CCC1(c2ccccc2)NC(=O)N(CC(=O)Nc2cccc(S(=O)(=O)N3CCCC3)c2)C1=O (stereo not drawn)
 : -0.1	-2	-2	4	3	-0.2	4	-6	-2	i
O=C(O)c1ccc(/C=C(\c2nc3ccccc3[nH]2)c2nc3ccccc3s2)cc1
 : 0.2	5	4	3	-11	0.6	0	-12	-6	i
Cc1cc(C)nc(NS(=O)(=O)c2ccc(NC(=O)C3CC3)cc2)n1
 : 0.5	-1	1	-4	4	-0.7	1	-5	1	i
CN1CCN(S(=O)(=O)c2ccc(NC(=O)Cc3cccs3)cc2)CC1
 : -0.3	2	7	-3	0	-0.7	6	-4	-8	i
Cc1cnc(C(=O)NCc2ccc(F)cc2)cn1
 : 0.2	-3	2	-4	-2	-0.1	-1	-1	9	i
CC(C)OCCCNC(=O)c1cc2c(=O)n(C)c3ccccc3c2n1C
 : 1.1	0	1	2	5	-0.1	-4	-7	8	i
CCC(c1nnc(SCC(=O)Nc2ccc(C(=O)Nc3ccccc3OC)cc2)o1)N(C)C (stereo not drawn)
 : 1.8	4	-10	1	0	-1.6	5	-10	-18	i
CCOc1ncccc1C(=O)OCC(=O)c1ccc(F)cc1
 : -1.2	1	2	-2	2	-0.2	-9	-7	-4	i
CCn1c(SCc2nc(-c3ccccc3)no2)nnc1-c1cccs1
 : -1.3	-1	2	-4	3	-0.8	-2	3	1	i
O=S1(=O)C=C(SCc2cccc(Cl)c2)Nc2ccccc21
 : 1.9	1	0	-7	-3	-0.1	-3	7	-5	i

Continued (2 carried over from the part before).
Values run as follows: LMPTP inh	STEP inh	DNMT1 inh	NadD inh	SUMO1-SIM PPI	TbMetRS inhib	CSN inh	Scp1 inh	PABP1 MLLE inh	Rpn11 block
CCn1c(SCc2nc(-c3ccccc3)no2)nnc1-c1cccs1
 : -1.3	-1	2	-4	3	-0.8	-2	3	1	i
O=S1(=O)C=C(SCc2cccc(Cl)c2)Nc2ccccc21
 : 1.9	1	0	-7	-3	-0.1	-3	7	-5	i
O=C(NC1CCCCC1)c1cccc(COCC(F)(F)F)c1
 : 0.7	1	-1	-2	-1	-0.4	0	0	3	i
CC(=O)N1[C@H](C)C=C[C@]1(Cc1ccccc1)C(=O)NCc1cc(F)cc(C(F)(F)F)c1
 : -0.2	-1	3	-6	-3	0.4	0	-4	0	i
O=C(NC1CCCCC1)C1CCN(C(=O)c2ccc(Cl)cc2)CC1
 : 1.1	1	0	-3	2	0.6	0	-2	28	i
Cc1cc(N2CCN(Cc3nc(-c4ccc(Cl)cc4)oc3C)CC2)cc(C)n1
 : 6.4	-2	1	-7	-1	-1.4	-2	-6	-4	i
CSc1ccccc1C(=O)Nc1ccc2c(c1)OCO2
 : -1.2	0	-3	-5	-3	-0.8	-11	1	-5	i
COC(=O)c1sccc1NC(=O)Nc1ccccc1OC
 : 1.1	1	0	-5	-1	-1.0	5	-8	5	i
O=C(COC(=O)c1n[nH]c2ccccc12)NC(=O)NC1CCCC1
 : -1.3	-5	-1	-1	-2	-0.6	0	-3	-3	i
COc1ccccc1NS(=O)(=O)c1ccc(O)c(C(=O)OCC(=O)N2c3ccccc3CC2C)c1 (stereo not drawn)
 : 1.3	1	-4	1	-2	0.7	1	-6	10	i
CCCC(=O)Nc1ccccc1Sc1ncnc2scc(-c3ccccc3)c12
 : 0.4	3	11	-3	2	-0.3	3	-8	-13	i
Cn1cc(-c2ccc(C(=O)Nc3cccc(Oc4ccccc4)c3)c3occc23)cn1
 : 5.3	0	-8	-6	2	-0.5	-2	x	-2	i
CCOC(=O)Cn1cc(Cl)c(=O)c(Cl)c1
 : -1.8	-4	-1	-3	-1	0.2	3	-9	-6	i
COc1ccc(C(=O)c2cc3ccc(O)cc3oc2=O)cc1
 : -2.5	4	-1	-4	-17	-1.1	5	-5	4	i
Cc1csc(/N=C/N(C)C)c1C#N
 : -1.8	-1	0	-6	3	-0.2	1	-4	-2	i
Cc1nnc(SCCC(=O)Nc2ccc(Cl)cc2)o1
 : -1.6	-3	6	-2	-1	-0.7	-1	-5	-4	i
CC1CCN(C(=O)C(NS(=O)(=O)c2cccc3nsnc23)c2ccccc2)CC1 (stereo not drawn)
 : -1.3	2	1	-1	-23	-0.8	5	5	-9	i
COc1ccc(C(CC(=O)N2CCN(c3ccccc3)CC2)c2c(OC)cc(OC)c3ccc(=O)oc23)cc1 (stereo not drawn)
 : 3.0	3	-1	5	-5	0.0	2	6	-19	i
COc1ccc(/C=N/N=C/c2ccc(OC)cc2)cc1
 : -0.8	1	6	-4	-2	-0.6	-1	-16	-5	i
Cc1ccc(S(=O)(=O)N2CCN(Cc3ccccc3)CC2)s1
 : -1.1	-2	-2	-2	7	0.2	-6	-2	6	i
CCOc1cc(CNCc2ccccc2)ccc1OCc1ccc(Cl)cc1
 : -0.1	1	0	-1	-5	-0.3	0	7	-5	i
CCCN1CCN(C(=O)Cn2ncc3ccccc32)CC1
 : -2.0	1	30	-2	4	-0.6	5	24	17	i
O=C(O)c1cc(-c2cccc([N+](=O)[O-])c2)nc2ccccc12
 : -1.5	2	1	-6	-20	-0.4	-1	-6	-5	i
CC(=O)c1cccc(NC(=O)COC(=O)c2ccc3c(c2)OCCO3)c1
 : 0.1	-1	-6	-9	-5	-0.1	-10	-10	6	i
CN1C(=O)N(C)C2(c3ccccc3)Nn3c(s/c(=C/c4ccccc4)c3=O)=NC12c1ccccc1 (stereo not drawn)
 : -0.5	-3	13	11	0	-0.7	8	0	5	i
COc1ccc(CN2CCN(Cc3ccco3)CC2)cc1
 : -1.1	2	1	-5	-1	0.1	-4	-6	2	i
COc1ccc(/C=C/C(=O)OCC(=O)NCCc2ccccc2)c(OC)c1
 : 1.8	-2	-1	-5	-15	-0.1	2	-21	-3	i
Cc1ccccc1CN1CCN(C(=O)[C@H]2O[C@@H](n3cnc4c(N)ncnc43)[C@H](O)[C@@H]2O)CC1
 : -2.2	-2	2	-5	-1	-0.3	4	x	4	i
Cc1ccccc1C(=O)NCCN=C1NS(=O)(=O)c2ccccc21
 : -0.1	2	-1	7	0	-0.2	6	-10	-2	i
CCCc1cc(NCCCN2CCOCC2)n2c(nc3ccccc32)c1C#N
 : 1.3	7	1	4	-5	-0.1	-4	3	-15	i
CCN(CC)C(=O)CC(c1ccc(OC)cc1)c1c(O)cc(OC)cc1OC (stereo not drawn)
 : 0.3	-1	3	1	-4	0.0	-3	-1	-9	i
Cc1c(NC(=O)CNCc2ccc3c(c2)OCO3)c(=O)n(-c2ccccc2)n1C
 : -1.2	-2	2	-1	4	-0.1	4	-2	10	i
CCc1sc(C(=O)NCCCN2CCCC2=O)cc1Br
 : 0.5	0	4	0	1	-0.8	-3	-5	1	i
CCOc1ccc(CCNC(=O)C2CCN(S(=O)(=O)N3CC(C)CC(C)C3)CC2)cc1OCC (stereo not drawn)
 : 0.3	0	6	-2	-2	-0.1	-1	-2	-16	i
CSc1ccc(C#N)cc1NC(=O)c1cccnc1Cl
 : 0.0	1	0	0	2	0.3	-2	-2	6	i
O=C(c1ccccn1)c1cc2ccccc2n1S(=O)(=O)c1ccccc1
 : 0.8	5	-9	-2	-12	1.0	-3	0	16	i
Cn1cccc1/C=N/NC(=O)c1ccccn1
 : -1.3	-2	2	-1	1	-0.8	5	-11	-2	i
CCOCC(=O)Nc1ccc(S(=O)(=O)Nc2nccs2)cc1
 : 1.0	2	6	-4	1	-0.3	-4	-1	-3	i
COc1cc2c(cc1OC)[C@@H](NC(=O)C(C)C)[C@H](O)C2
 : -0.7	2	1	2	-2	-0.4	-3	-1	19	i
CSc1nc(Cl)c(C#N)c(-c2ccc(C)cc2)n1
 : -1.7	0	2	9	3	0.1	-1	-3	-21	i
COC(=O)c1ccc(NS(=O)(=O)c2cc3c4c(c2)C(C)C(=O)N4CCC3)cc1 (stereo not drawn)
 : 0.8	0	0	9	2	0.0	-2	-4	1	i
CSc1ncccc1C(=O)OCC(=O)Nc1cccc(S(=O)(=O)N2CCOCC2)c1
 : -0.3	-1	-1	2	-4	-0.2	1	-12	-28	i
CCS(=O)(=O)c1ccc(-c2csc(-c3ccccc3Cl)n2)c(Cl)c1Cl
 : 0.2	7	-5	-4	-2	-1.2	-2	-22	28	i
CC(C)NC(=O)COC(=O)c1cccc(NS(=O)(=O)/C=C/c2ccccc2)c1
 : 0.0	-2	0	-8	4	-0.3	-5	-10	-1	i
CCN(Cc1ccccc1)c1ccc(/C=N/NC(=S)NC(C)C)cc1
 : 3.3	1	0	5	-5	0.0	-1	-7	5	i
